Screening data (PubChem BioAssay)
RORg inh: blocks mouse ROR gamma transcriptional activity; Drosophila S2 Gal4-RORgamma UAS-luciferase reporter, 20 h; P51450; 310,000 tested, 5.4% active; Potency, µM (highest dose often 53.6 µM), for inactives: at the top dose activity change, negative = inhibition, hits mostly inhibitors; also: potency is read from the fitted curve at half-maximal effect; % is scaled to controls: 0 for no effect and ±100 for the full control effect; nearly all actives have a fitted effect of over 60% in size
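Compounds are pin-transferred onto Drosophila Schneider cells expressing a copper-inducible Gal4–ROR gamma transactivation domain fusion. After 1 hr, copper sulfate is added to 700 uM final; luciferase is read 20 hr later.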
Giardia killer: Giardia lamblia killing | Giardia lamblia trophozoite viability | activity change, % at 7.66 µM, hits read low | 340,000 tested, 0.15% active | AID 540267; in the data active = activity change below about -80%; inconclusive = between about -30% and that limit;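 also: parasites exposed to compound for two days anaerobically before the ATP read; % is scaled to controls: 0 for no effect and ±100 for the full control effect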
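Luminescent ATP signal served as the viability read-out, measured 15-30 min after adding ATP detection reagent to trophozoites that had been incubated with compounds for 48 hrs at 37 deg C anaerobically at 100 cells/well.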
Rab9 promoter act: activators of Rab9 promoter; Huh7 Rab9 promoter-luciferase reporter, luminescence, 24 h; Potency, µM (highest dose often 9.22 µM), without a hit: at the top dose activation, negative = inhibition, hits mostly activators; 320,000 tested, 2.8% active; also: potency is read from the fitted curve at half-maximal effect; % of control where 0% means no effect; nearly all actives have a fitted effect of over 60% in size
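Huh7 cells stably carrying a Rab9 promoter-luciferase reporter, 1500 cells per well in OP-MEM I with 10% FBS, treated with compound 24 hours at 37C. Luciferase activity read by luminescence after 10 minutes with Amplite reagent.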
Menin MLL FP TR: displaces Texas Red mutant MLL peptide from human menin | AID 1768 | Potency, µM (doses to about 61.6 µM), for the others: at the highest dose FP activity change, negative = inhibition, hits mostly inhibitors | O00255 | Menin + Texas Red MLL mutant peptide, fluorescence polarization | 270,000 tested, 0.23% active; active = well fitted inhibition curve with a large enough effect in the polarisation, with a control signal flat, not every such curve was filed as active; inconclusive = small, poorly fitted or top-dose-only effect, or effect the other way, or a change in a side signal; inactive = no such curve, though single readings can be large or run the other way; the % refers to the polarisation; also: potency is read from the fitted curve at half-maximal effect; % of control where 0% means no effect; many of its hits are not listed in these tables
NPC1 prom act: NPC1 promoter activation | Potency, µM (series often up to 9.22 µM), for inactives: at the highest dose activation, actives largely listed as activators | Huh7 NPC1 promoter luciferase reporter, 24 h | 320,000 tested, 2.4% active;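 also: potency is read from the fitted curve at half-maximal effect; % of control where 0% means no effect; nearly all actives have a fitted effect of over 60% in size; reporter is driven by a mutant NPC1 promoter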
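Stably transfected Huh7 (NPC1 promoter→luciferase), 1500 cells/well in Opti-MEM + 10% FBS, 2 h settle, then compound 24 h at 37 °C. Luminescence after 10 min with Amplite reagent.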
VP16 counter: inhibits Gal4-VP16 luciferase reporter, ROR gamma counter-screen | Drosophila S2 Gal4-VP16 UAS-luciferase, luminescence, 20 h | Potency, µM (titrated, usually from 53.6 µM), inactives show top-dose activity, negative = inhibition, hits mostly inhibitors | 310,000 tested, 3.5% active | AID 2546;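 also: Gal4-VP16 expression switched on by copper sulfate through the metallothionein promoter; potency is read from the fitted curve at half-maximal effect; % is scaled to controls: 0 for no effect and ±100 for the full control effect; nearly all actives have a fitted effect of over 50% in size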
FLuc modulator: inhibits or activates purified firefly luciferase, miR-21 counter-screen; purified FLuc, Km substrates, luminescence inhibition; P08659; Potency, µM (highest dose often 57.5 µM), inactives show top-dose activity change, negative = inhibition, usual class: inhibitors; 360,000 tested, 6.9% active; AID 588342;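 also: potency is read from the fitted curve at half-maximal effect; plate controls were vehicle for no effect and reference inhibitor for full effect; nearly all actives have a fitted effect of over 55% in size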
Target sequence (P08659 whole entry, looked up): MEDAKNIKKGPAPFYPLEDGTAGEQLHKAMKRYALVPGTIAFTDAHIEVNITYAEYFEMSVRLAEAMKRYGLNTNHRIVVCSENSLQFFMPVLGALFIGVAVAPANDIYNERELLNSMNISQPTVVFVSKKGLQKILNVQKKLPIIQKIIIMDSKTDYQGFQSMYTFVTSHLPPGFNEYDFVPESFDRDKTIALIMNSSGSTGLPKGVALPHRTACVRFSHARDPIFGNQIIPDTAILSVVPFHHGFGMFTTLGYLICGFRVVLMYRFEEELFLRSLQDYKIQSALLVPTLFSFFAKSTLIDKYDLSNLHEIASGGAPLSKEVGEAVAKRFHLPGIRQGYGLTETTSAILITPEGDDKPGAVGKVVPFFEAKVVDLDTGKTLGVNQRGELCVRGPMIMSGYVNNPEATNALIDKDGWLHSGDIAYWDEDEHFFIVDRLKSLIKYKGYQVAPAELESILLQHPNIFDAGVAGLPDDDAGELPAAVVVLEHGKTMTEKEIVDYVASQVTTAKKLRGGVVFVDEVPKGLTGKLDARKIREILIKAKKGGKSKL
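Biochemical qHTS of compounds, final roughly 60 µM downward over six points, against 10 nM purified firefly luciferase using Km concentrations of substrates (10 uM D-luciferin, 10 uM ATP) in Tris acetate pH 7.5 buffer; luminescence output.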
PKM2 activator: PKM2 (human) enzyme activation; AID 1631; Potency, µM (titrated, usually from 57.5 µM), for the others: at the highest dose activation, most hits filed as activators; 260,000 tested, 0.34% active; purified PKM2, Kinase-Glo ATP luminescence, activation; response scale: 0% is enzyme alone, no compound; also: potency is read from the fitted curve at half-maximal effect; % is scaled to controls: 0 for no effect and ±100 for the full control effect; nearly all actives have a fitted effect of over 55% in size
Target sequence (P14618 whole entry, looked up): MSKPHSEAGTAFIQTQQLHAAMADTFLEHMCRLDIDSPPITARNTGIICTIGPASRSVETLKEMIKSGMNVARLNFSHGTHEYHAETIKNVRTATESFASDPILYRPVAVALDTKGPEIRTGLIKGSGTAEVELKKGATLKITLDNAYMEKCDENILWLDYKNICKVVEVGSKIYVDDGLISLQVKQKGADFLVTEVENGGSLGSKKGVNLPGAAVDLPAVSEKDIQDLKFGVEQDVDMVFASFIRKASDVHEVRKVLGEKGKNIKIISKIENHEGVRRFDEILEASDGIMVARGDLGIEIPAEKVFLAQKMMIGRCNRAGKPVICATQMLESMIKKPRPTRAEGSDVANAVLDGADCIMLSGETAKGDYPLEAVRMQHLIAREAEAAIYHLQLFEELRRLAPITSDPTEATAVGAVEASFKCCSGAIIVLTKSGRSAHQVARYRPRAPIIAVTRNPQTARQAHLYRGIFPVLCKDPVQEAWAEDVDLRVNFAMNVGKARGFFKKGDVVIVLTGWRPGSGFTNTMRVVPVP
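hPK-M2, >95% pure; 0.1 mM ADP / 0.5 mM PEP final; imidazole pH7.2 buffer w/ 7 mM MgCl2, 50 mM KCl; 1 h RT; Kinase-Glo lum. Intermediate enzyme activity for dual inhibitor/activator qHTS.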
ELG1 genotox: genotoxicity induction in ELG1-luciferase HEK293T cells. HEK293T ELG1-luciferase reporter, luminescence, 16 h. Potency, µM (top dose mostly 46 µM), for the others: at the top dose activity change, positive = activation, most hits filed as activators. 330,000 tested, 1.3% active. AID 504466; also: potency is read from the fitted curve at half-maximal effect; % of control where 0% means no effect; nearly all actives have a fitted effect of over 60% in size
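DMSO vehicle served as control against compound-treated ELG1-luciferase HEK293T cells; exposure lasted 16 hr at 37 °C and 5% CO2, followed by ONE-Glo luminescence detection after 30 min.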
p53 reactivator: mutant p53 re-activation in reporter cells; H1299 p53-A138V BP100-luciferase reporter, luminescence, 24 h; AID 504706; 320,000 tested, 0.063% active; Potency, µM (series often up to 92.2 µM), without a hit: at the top dose activity change, positive = activation, most hits filed as activators; also: potency is read from the fitted curve at half-maximal effect; % of control where 0% means no effect; nearly all actives have a fitted effect of over 45% in size
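p53-null H1299 cells stably carrying temperature-sensitive p53-A138V and a BP100-luciferase reporter were pinned with compounds (4-point, 1:5 series) and held 24 hrs at 37 deg C. Luminescence was read 10 min after detection reagent.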
BRCA1 expr act: BRCA1 expression activation. MCF7-BRCA1-FFLuc reporter, luminescence, 48 h; response scale: scaled: vehicle 0%, 10 µM genistein 100%. Potency, µM (top dose mostly 46.1 µM), for the others: at the top dose activation, hits mostly activators. 380,000 tested, 1.1% active; also: potency is read from the fitted curve at half-maximal effect; nearly all actives have a fitted effect of over 80% in size; some results filed as inactive show a strong effect at the top dose
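MCF7-BRCA1-FFLuc, 2000 cells/well; 2 h attach, 37 °C/5% CO2; compound 48 h; luciferase substrate 15 min; luminescence end-point. Norm. to genistein 10 microM max activation and DMSO; concentration-response curves fitted.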
Starred values were filed as active, the others as inactive; ? = inconclusive; . = no result given; [ ] = dose if it differs, or a comment. Unless noted, calls follow the shape of the dose curve; as a rule, active = well fitted curve in the direction sought with a large enough effect; inconclusive = small, poorly fitted or top-dose-only effect, or another doubt; inactive = no such curve, though single readings can be large; an effect the other way counts as inactive or inconclusive.

SMILES	RORg inh	Giardia killer	Rab9 promoter act	Menin MLL FP TR	NPC1 prom act	VP16 counter	FLuc modulator	PKM2 activator	ELG1 genotox	p53 reactivator	BRCA1 expr act
O=C(Nc1ccccc1C(=O)NCCCN1CCOCC1)c1ccc(F)cc1F	12%	5	4%	.	-1%	-6%	0%	-7%	3%	-8%	6%
O=C1SC(c2ccccc2)=N/C1=C/c1ccco1	-10%	-12	2%	?	-2%	18%	-4%	-1%	2%	-12%	-20%
Cc1cc(C)c2c(=O)n(CC(=O)NC3CCCC3)sc2n1	?	-14	-5%	.	2%	?	?	-22%	13%	-16%	1%
Cc1ccccc1S(=O)(=O)Cc1ccc(C(=O)N(C)C2CCCCC2)o1	10%	8	-3%	.	-3%	4%	-2%	.	-8%	-11%	0%
CC#CCCCC(=O)Nc1cc(OC)nc(OC)n1	2%	-9	9%	-14%	9%	2%	0%	1%	2%	4%	6%
COc1ccc2[nH]c3c(=O)n(CCN4CCOCC4)cnc3c2c1	31%	19	-3%	.	-4%	-14%	-1%	-1%	8%	9%	0%
CSCCC1NC(=O)N(CC(=O)N2N=C(c3ccc(Cl)cc3)CC2c2ccco2)C1=O (configuration not stated)	35%	-20	-26%	?	-13%	-1%	-3%	5%	1%	-2%	-38%
COc1cc(C(=O)Nc2sc(C(=O)N3CCOCC3)c(C)c2C#N)cc(OC)c1OC	-22%	-22	-1%	.	1%	20%	5%	5%	7%	-2%	-7%
O=C(CN(C1CCCCC1)S(=O)(=O)c1ccc(Cl)cc1)NCc1cccnc1	18%	13	-3%	15%	-1%	-7%	9%	1%	-7%	-3%	-1%
CN(C)CCCN=Cc1c(-c2ccccc2)[nH]n(-c2nc3ccccc3s2)c1=O	0%	10	-3%	1%	-6%	-13%	-13%	-2%	1%	5%	-48%
CC(C)OC(=O)CSc1nc(N)c(C#N)c(-c2ccco2)c1C#N	-10%	-1	-1%	-28%	0%	3%	-10%	-1%	-2%	-2%	-55%
Cc1ccc(N2CC(C(=O)Nc3c4c(nn3C(C)(C)C)CS(=O)(=O)C4)CC2=O)cc1C (configuration not stated)	-1%	18	0%	-6%	-1%	-16%	1%	2%	0%	-3%	-12%
CC(=O)N1c2ccc(S(=O)(=O)NCC3CCC(C(=O)NCc4ccc(C)o4)CC3)cc2CC1C (configuration not stated)	11%	-1	-4%	-13%	-1%	20%	2%	.	-1%	0%	-13%
CCOc1cc(-c2c(C)c(C)nc(N)c2C#N)ccc1O	-13%	-4	-4%	13%	-2%	2%	3%	-1%	-3%	8%	-26%
CCn1cc(C(=O)NC(C)CCc2ccccc2)c(=O)c2cc(S(=O)(=O)N(C)C)ccc21 (configuration not stated)	39%	15	2%[1.84 µM]	23%	-8%	1%	1%	.	2%	-4%	-34%
Cc1c(CCC(=O)O)c(=O)oc2c(C)c(OCc3cc4c(cc3Cl)OCO4)ccc12	1%	-1	-4%	.	1%	-6%	?	-3%	1%	-6%	0%
CCCC(C(=O)NC1CCCC1)N(Cc1ccccc1Cl)C(=O)c1snc(C(N)=O)c1N (configuration not stated)	16%	10	-1%	13%	-7%	15%	1%	-1%	-11%	1%	-37%
O=C(NCC1CCCO1)c1nn2c(C(F)(F)F)cc(-c3cccs3)nc2c1Cl (configuration not stated)	-15%	-5	12%	-3%	1%	3%	2%	-7%	-5%	-2%	-15%
Cc1ccc2nc(N3C(=O)C(O)=C(C(=O)c4ccc(C)o4)C3c3ccco3)sc2c1 (configuration not stated)	.	-5	-1%	.	7%	.	?	.	4%	?	7%
CCOc1ccc2[nH]cc(C(=O)O)c(=O)c2c1	-23%	-7	0%	-10%	-2%	0%	-1%	-1%	0%	-2%	35%
CN(CCOc1ccccc1)CC(=O)Nc1cccc(C#N)c1	-1%	-2	11%	0%	1%	-4%	-2%	-1%	1%	-8%	-7%
COc1ccccc1N1C(=O)CC(N2CCN(c3ccc(F)cc3)CC2)C1=O (configuration not stated)	9%	-25	0%	21%	-3%	-11%	-3%	1%	0%	-9%	14%
Cc1cc(=O)n(Cc2ccccc2)c2ccccc12	-14%	15	0%	?	0%	10%	2%	.	8%	-2%	-6%
COc1ccccc1CNC(=O)COC(=O)c1cc(C)oc1C	2%	6	3%	?	-12%	13%	2%	-3%	-2%	1%	-14%
COc1ccc(C(=O)NCc2nnc(SCC(=O)Nc3nnc(C)s3)o2)cc1OC	?	-10	0%	19%	-2%	-1%	-7%	2%	0%	2%	6%
CC(=O)Nc1ccc(CCc2nc3ccccc3[nH]2)cc1	24%	5	18%	0%	1%	-3%	-7%	0%	7%	.	29%
COc1ccc(C(=O)O)cc1NC(=S)NC(=O)CSc1ccc(Cl)cc1	35%	-5	0%	?	0%	3%	-4%	1%	-2%	6%	-7%
O=[N+]([O-])c1ccc(NC(=S)N2CCN(c3ccc(F)cc3)CC2)cc1	-19%	7	3%	?	0%	-15%	1%	-1%	-8%	0%	-37%
CCCNC(=O)c1cc2cc([N+](=O)[O-])ccc2s1	4%	2	-8%	19%	-2%	-13%	0%	0%	0%	0%	30%
CC(NC(=O)CNC(=O)c1sc2ccccc2c1Cl)c1ccc(S(N)(=O)=O)cc1 (configuration not stated)	.	21	0%	.	0%	.	-15%	.	2%	-6%	17%
O=C(CN1CCC(O)(c2ccccc2)CC1)Nc1ccc2c(c1)OCCO2	7%	-8	-1%	1%	0%	3%	-3%	-2%	5%	-2%	1%
CCCCc1cc(=O)oc2cc(OCC(=O)NCC3CCC(C(=O)O)CC3)ccc12 (configuration not stated)	1%	-5	-7%	-7%	-2%	14%	-14%	2%	3%	.	-2%
COc1ccc(S(=O)(=O)Nc2ccccc2OC)cc1C	4%	-5	-7%	-1%	-1%	-2%	4%	15%	-1%	-7%	-9%
COC(=O)c1cc(S(=O)(=O)Nc2cc(OC)cc(OC)c2)cn1C	24%	4	-1%	3%	-6%	3%	0%	5%	-3%	8%	-6%
CCOc1cccc(OCCCOc2cccc3cccnc23)c1	?	3	-2%	-5%	-3%	-21%	?	-1%	-1%	6%	25%
CCCCCCC1CC(C)(/C(C)=N/NC(N)=O)OC1=O (configuration not stated)	3%	4	-5%	14%	-3%	-13%	0%	-1%	-2%	9%	-15%
O=C(O)CCCC(=O)NCCCc1ccccc1	-12%	4	4%	17%	1%	3%	9%	1%	-7%	-3%	9%
COc1ccc(-c2c(C)nn3c(-c4ccccc4)cc(C)nc23)cc1	-6%	-15	-11%	4%	-4%	4%	-2%	1%	-6%	-2%	-48%
Nc1cc(Nc2ccccc2)ccn1	.	2	-6%	.	0%	.	-1%	.	1%	-1%	0%
CCN(CC)S(=O)(=O)c1ccc(Cl)c(C(=O)NC(C)C(c2cccs2)N2CCCC2)c1 (configuration not stated)	9%	-2	6%	-4%	1%	6%	-2%	-1%	-8%	-3%	-18%
Cc1ccccc1NC(=S)Nc1ccccn1	0.5µM*	7	1%	-5%	12%	1.6µM*	-17%	10%	3%	-8%	52%
COc1cc(NS(=O)(=O)c2cc(C)ccc2OC)c(OC)cc1Cl	6%	9	-2%	29%	-2%	4%	-2%[2.3 µM]	8%	-7%	-7%	-36%
CCOc1ccc(N2CC(NS(=O)(=O)c3cccs3)CC2=O)cc1 (configuration not stated)	.	-2	-1%	.	-2%	.	-2%	.	-2%	1%	-11%
S=c1cnc2ccccc2[nH]1	-35%	-1	-6%	-21%	-4%	-4%[10 µM]	?	4%	-4%	-1%	-1%
CCCNC(=O)CN(c1ccccc1)S(=O)(=O)c1ccc(OC)c(OC)c1	13%	16	-3%	-26%	1%	-1%	1%	-9%	-3%	-7%	-15%
CC(=O)c1c(C)nn(C(C)CC(=O)O)c1C (configuration not stated)	12%	13	-3%	12%	-5%	9%	-1%	3%	1%	6%	-15%
C/C(=N\NC(=O)c1ccc2c(c1)OCO2)c1ccc(NC(=O)CCCC(=O)O)cc1	-28%	-12	0%	-14%	2%	0%	-13%	0%	10%	?	53%
CCCNC(=S)Nc1ccc(Br)cc1	11µM*	-7	10%	21%	3%	?	?	-4%	1%	6%	43%

Three compounds from above, ordered by molar mass, high to low:
SMILES	RORg inh	Giardia killer	Rab9 promoter act	Menin MLL FP TR	NPC1 prom act	VP16 counter	FLuc modulator	PKM2 activator	ELG1 genotox	p53 reactivator	BRCA1 expr act
COc1cc(NS(=O)(=O)c2cc(C)ccc2OC)c(OC)cc1Cl	6%	9	-2%	29%	-2%	4%	-2%[2.3 µM]	8%	-7%	-7%	-36%
O=C(O)CCCC(=O)NCCCc1ccccc1	-12%	4	4%	17%	1%	3%	9%	1%	-7%	-3%	9%
Nc1cc(Nc2ccccc2)ccn1	.	2	-6%	.	0%	.	-1%	.	1%	-1%	0%

An excerpt; count on the stated rates, not on these rows.
